# Compound activity (PubChem BioAssay)
# CYP2C9 act = increases human cytochrome P450 2C9 activity. recombinant CYP2C9, luciferin-H conversion, luminescence; stronger effect = higher value; factor 1 = untreated enzyme, 0 = blocked. activation factor at 5 µM. P11712. 96,000 tested, 1.4% active;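 active = activation factor of 2 or more for CYP2C9 at a 5 µM dose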;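 note: 0 = sulfaphenazole-blocked wells and 1 = vehicle-only wells; values of inactives mirror those of a sister screen read the other way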
# CYP2C19 inhib = human CYP2C19 inhibition. 96,000 tested, 21% active. AID 778. P33261. inhibition, % at 5 µM. CYP2C19 Supersomes, luciferin-H EGE luminescence, 30 min;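 active = CYP2C19 inhibition above a set limit at 5 µM in the primary screen, cut at about 50% in these data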;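 note: plate controls were negative control wells for no effect and 2.5 mM tranylcypromine positive control for full effect; values of inactives mirror those of a sister screen read the other way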
# Target sequence (P33261 whole entry, looked up): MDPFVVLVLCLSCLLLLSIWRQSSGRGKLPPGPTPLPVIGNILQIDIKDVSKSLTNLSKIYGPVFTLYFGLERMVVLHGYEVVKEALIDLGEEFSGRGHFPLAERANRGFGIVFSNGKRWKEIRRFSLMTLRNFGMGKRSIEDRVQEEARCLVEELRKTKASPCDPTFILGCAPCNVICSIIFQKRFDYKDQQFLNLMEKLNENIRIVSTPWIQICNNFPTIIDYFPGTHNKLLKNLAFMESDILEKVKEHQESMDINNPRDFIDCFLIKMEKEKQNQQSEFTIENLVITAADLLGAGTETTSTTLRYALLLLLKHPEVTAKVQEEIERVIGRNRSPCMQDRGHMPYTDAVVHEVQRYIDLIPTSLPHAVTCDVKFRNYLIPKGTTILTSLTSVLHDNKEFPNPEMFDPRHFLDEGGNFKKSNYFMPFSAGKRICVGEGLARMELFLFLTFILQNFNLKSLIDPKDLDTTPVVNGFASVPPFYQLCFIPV
# hDAT+cocaine = human DAT dopamine uptake with cocaine, either direction; Q01959; LLC-PK1 hDAT cells, [14C]-dopamine uptake with cocaine IC80; actives deviate in either direction; B-score at 10 µM; 110,000 tested, 1.3% active;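 active = Z score or B-score, a plate-position-corrected score, falls beyond the plate's 99.7% confidence bounds, in either direction; inactive = both scores lie inside the 99.7% bounds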;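 note: scored against the spread of the other compound wells on the same plate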
# Target sequence (Q01959 whole entry, looked up): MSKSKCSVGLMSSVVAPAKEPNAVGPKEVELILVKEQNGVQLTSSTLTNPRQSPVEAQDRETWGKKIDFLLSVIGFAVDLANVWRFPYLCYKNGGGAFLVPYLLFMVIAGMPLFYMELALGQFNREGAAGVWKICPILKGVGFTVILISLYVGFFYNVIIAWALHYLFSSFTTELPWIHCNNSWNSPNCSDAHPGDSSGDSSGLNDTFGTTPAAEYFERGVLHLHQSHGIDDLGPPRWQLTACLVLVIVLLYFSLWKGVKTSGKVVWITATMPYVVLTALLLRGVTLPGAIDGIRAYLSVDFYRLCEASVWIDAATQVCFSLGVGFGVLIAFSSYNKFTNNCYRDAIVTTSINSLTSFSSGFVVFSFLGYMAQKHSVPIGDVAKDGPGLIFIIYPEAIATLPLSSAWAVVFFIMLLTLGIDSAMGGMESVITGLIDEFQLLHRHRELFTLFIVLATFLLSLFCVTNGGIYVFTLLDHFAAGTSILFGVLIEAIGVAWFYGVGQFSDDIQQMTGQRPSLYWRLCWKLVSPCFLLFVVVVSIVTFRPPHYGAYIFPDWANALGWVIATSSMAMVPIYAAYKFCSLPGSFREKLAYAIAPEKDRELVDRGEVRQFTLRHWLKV
# HUVEC tox IL1B = HUVEC cytotoxicity counter-screen, IL-1B stimulated. cell count reduction, % at 2 µM. AID 845. 94,000 tested, 0.41% active. HUVEC cell count loss, Hoechst imaging;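 active = cell count reduction more than 3 SD above the screen-wide mean, cut at about 70% in these data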;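 note: normalized per plate to untreated control cells as the no-loss baseline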
# CYP2C19 activ = increases human CYP2C19 enzyme activity. activation factor at 5 µM. AID 1025. recombinant CYP2C19, luciferin-H EGE luminescence; stronger effect = higher value; 0 = fully inhibited enzyme, 1 = untreated enzyme. P33261. 96,000 tested, under 10 active;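 active = activation factor of at least 2 at 5 µM in the primary screen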;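 note: 0 = wells with 2.5 mM tranylcypromine and 1 = vehicle-only wells; values of inactives mirror those of a sister screen read the other way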
# CYP2C9 inh = human CYP2C9 inhibition; P11712; CYP2C9 Supersomes, luciferin-H conversion, luminescence; inhibition, % at 5 µM; 96,000 tested, 20% active;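 active = blocking of liver enzyme CYP2C9 beyond about 50% at 5 µM, limit read from the data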; note: values of inactives mirror those of a sister screen read the other way
# VCAM1 TNFa inh = reduces TNF alpha induced VCAM1 expression in HUVEC; 95,000 tested, 0.48% active; AID 802; HUVEC TNFa-induced VCAM-1 immunofluorescence, high-content imaging; inhibition, % at 2 µM;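 active = inhibition above the batch mean plus 3 SD, with images confirmed as a hit by eye, cut at about 37% in these data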;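 note: 0% = TNF-stimulated DMSO wells and 100% = unstimulated control wells; not every result past the cut was called active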
# Candida biofilm = kills Candida albicans biofilms; C. albicans biofilm + clotrimazole, Alamar Blue; inhibition, % at 6 µM; 85,000 tested, 0.14% active;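 active = inhibition above 20%; inactive = inhibition below 20%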;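 note: preformed 24 hr biofilms exposed to compound for 48 hr; 0% = biofilm without compound and 100% = blank killed by clotrimazole plus chlorhexidine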
# HUVEC tox TNFa = HUVEC cytotoxicity counter-screen, TNF alpha stimulated. HUVEC TNFalpha-stimulated, Hoechst cell count, imaging. cell count reduction, % at 2 µM. 93,000 tested, 0.17% active. AID 848;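 active = cell count reduction exceeding the screen mean by over 5 SD, scaled to untreated wells per plate, cut at about 78% in these data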;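 note: cells counted after 24 h of TNF alpha exposure following the 1 h pretreatment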
# Numbers without * were called inactive; nt = not tested or not shown.
SMILES,CYP2C9 act,CYP2C19 inhib,hDAT+cocaine,HUVEC tox IL1B,CYP2C19 activ,CYP2C9 inh,VCAM1 TNFa inh,Candida biofilm,HUVEC tox TNFa
CCOC(=O)C1CCN(C(=O)c2cc3cc4cc(OC)ccc4nc3o2)CC1,0.6,9.5,0.046,8.7,0.9,35.1,2.7,3.1,2.6
COC(=O)c1c(-c2ccc3ccccc3c2)csc1NC(=O)Cc1ccc(OC)c(OC)c1,0.2,48.1,nt,-18.9,0.5,79.7*,5.2,nt,3.3
Cc1snc(S(=O)(=O)Cc2c(Cl)cccc2Cl)c1C#N,0.7,67.3*,-0.28,-3.1,0.3,28.7,5.4,nt,-4.3
Cc1ccc(S(=O)(=O)NC(C)C(=O)Nc2ccc(C(N)=O)cc2)cc1 (stereo unspecified),0.8,11.0,0.842,2.5,0.9,23.2,-3.3,6.2,-31.0
CC1Cc2nc(SCC(=O)Nc3nccs3)n(Cc3ccccc3)c(=O)c2S1 (stereo unspecified),nt,nt,-0.722,4.8,nt,nt,0.8,nt,-20.3
CSc1ccccc1NS(=O)(=O)c1ccccc1,4.6*,87.3*,0.691,-6.8,0.1,-360.4,-5.4,nt,-23.0
COc1ccc(-c2ccc(Nc3ccc(S(=O)(=O)N4CCCC4)cc3)nn2)cc1OC,nt,nt,0.00936,9.8,nt,nt,5.5,nt,-8.4
CC1CCN(C(=O)c2cc(-c3ccccc3O)on2)CC1,1.2,67.3*,-0.992,-17.7,0.3,-19.4,3.3,-1.0,-0.8
CCCCn1c(=O)n(Cc2cccc(F)c2)c(=O)c2c1ncn2Cc1ccco1,0.9,11.4,-0.0292,7.1,0.9,11.0,1.7,-1.8,4.1
S=C(NN=C1C2CC3CC(C2)CC1C3)Nc1ccccc1,1,7.1,-0.405,-166.7,0.9,3.3,0.6,4.6,-21.6
COc1ccccc1C(=O)Nc1nnc(-c2ccc(F)cc2)o1,1.4,13.9,0.0549,1.0,0.9,-42.9,-14.9,16.6,-12.0
CC1CCN(c2c(NCC3CCC(C(=O)N4CCCC(C)C4)CC3)c(=O)c2=O)CC1 (stereo unspecified),1,35.8,2.62,0.3,0.6,4.9,1.8,10.5,-8.6
Cc1cc(NC(=O)CCC(=O)N(c2ccccc2)C(C(=O)NCC2CCCO2)c2cccnc2)no1 (stereo unspecified),1,-9.9,-1.11,-12.2,1.1,2.8,-6.3,9.8,-15.8
Cc1noc(NS(=O)(=O)c2ccc(NC(=O)CCC3CCCCC3)cc2)c1C,0.7,4.3,0.415,7.4,1,30.9,2.4,3.0,-4.8
Cc1ccc(S(=O)(=O)CNC(=S)c2cccc(C)c2)cc1,1.9,94.4*,0.59,9.0,0.1,-90.1,2.6,nt,2.6
CCCN(CCC)c1ncnc2nc[nH]c12,1,23.1,0.685,nt,0.8,4.1,nt,11.0,nt
COc1ccc2nc(NCCCNC(=O)c3cc(OC)c(OC)c(OC)c3)c(C#N)cc2c1,0.8,26.4,0.0123,-31.2,0.7,23.8,13.4,3.0,38.5
COc1ccc(CCNC2CC(=O)N(CCc3ccccc3)C2=O)cc1 (stereo unspecified),0.7,70.4*,1.6,1.1,0.3,34.5,6.8,-3.5,-2.8
COC(=O)c1c[nH]n2c(=O)c(Cc3ccc(F)cc3Cl)c(C)nc12,0.3,42.1,-0.72,-5.4,0.6,71.0*,-6.2,1.8,7.6
Cc1ccc(C2C(C(=O)c3cccs3)=C(O)C(=O)N2CCN2CCOCC2)o1 (stereo unspecified),1.2,-16.6,-1.2,-5.1,1.2,-16.9,-0.7,-3.8,-32.4

# 8 structures from above, arranged by SMILES length, largest number first:
SMILES,CYP2C9 act,CYP2C19 inhib,hDAT+cocaine,HUVEC tox IL1B,CYP2C19 activ,CYP2C9 inh,VCAM1 TNFa inh,Candida biofilm,HUVEC tox TNFa
Cc1cc(NC(=O)CCC(=O)N(c2ccccc2)C(C(=O)NCC2CCCO2)c2cccnc2)no1 (stereo unspecified),1,-9.9,-1.11,-12.2,1.1,2.8,-6.3,9.8,-15.8
CC1CCN(c2c(NCC3CCC(C(=O)N4CCCC(C)C4)CC3)c(=O)c2=O)CC1 (stereo unspecified),1,35.8,2.62,0.3,0.6,4.9,1.8,10.5,-8.6
COc1ccc(-c2ccc(Nc3ccc(S(=O)(=O)N4CCCC4)cc3)nn2)cc1OC,nt,nt,0.00936,9.8,nt,nt,5.5,nt,-8.4
Cc1ccc(S(=O)(=O)NC(C)C(=O)Nc2ccc(C(N)=O)cc2)cc1 (stereo unspecified),0.8,11.0,0.842,2.5,0.9,23.2,-3.3,6.2,-31.0
COC(=O)c1c[nH]n2c(=O)c(Cc3ccc(F)cc3Cl)c(C)nc12,0.3,42.1,-0.72,-5.4,0.6,71.0*,-6.2,1.8,7.6
Cc1snc(S(=O)(=O)Cc2c(Cl)cccc2Cl)c1C#N,0.7,67.3*,-0.28,-3.1,0.3,28.7,5.4,nt,-4.3
CC1CCN(C(=O)c2cc(-c3ccccc3O)on2)CC1,1.2,67.3*,-0.992,-17.7,0.3,-19.4,3.3,-1.0,-0.8
CSc1ccccc1NS(=O)(=O)c1ccccc1,4.6*,87.3*,0.691,-6.8,0.1,-360.4,-5.4,nt,-23.0

# Additional results
SMILES,CYP2C9 act,CYP2C19 inhib,hDAT+cocaine,HUVEC tox IL1B,CYP2C19 activ,CYP2C9 inh,VCAM1 TNFa inh,Candida biofilm,HUVEC tox TNFa
COc1cc2c(cc1OC)CN(C(=O)COc1ccc(C)c(C)c1)CC2,0.4,72.4*,0.448,19.4,0.3,62.4*,-4.3,1.1,-3.5
COc1cccc(NS(=O)(=O)c2ccc(Br)s2)c1,0.2,100.0*,-0.831,nt,0,84.2*,nt,nt,nt
O/N=C1\CC/C(=N\O)c2nn(-c3ccc(Cl)cc3Cl)nc21,0.8,-9.0,0.163,-9.3,1.1,15.7,11.9,7.6,-29.2
COc1cc(OC)nc(Oc2ccccc2C(=O)Oc2ccccc2Cl)n1,1,49.5,0.499,-5.2,0.5,0.7,-3.5,nt,-24.3
Cc1ccc(S(=O)(=O)N(C)CCCC(=O)N2CCN(C=O)CC2)cc1,0.5,31.0,1.18,3.0,0.7,45.3,-3.8,5.0,9.5
CCc1ccc(NC(=O)c2cnc3n(c2=O)CCS3)cc1,0.9,1.3,-0.357,-6.6,1,5.3,1.6,7.4,-6.4
Cc1nc2ccc(F)cc2cc1C(=O)NC(C)C,1,11.7,0.735,13.4,0.9,-3.1,21.6,3.0,-17.5
CCn1c(SCC(=O)NCc2ccc(C)cc2)nnc1-c1ccncc1,0.6,20.4,-0.864,33.6,0.8,42.6,-8.6,-5.1,-42.6
CN(C)c1ccc(C(CC(=O)O)NC(=O)c2ccc(Cl)cc2)cc1 (stereo unspecified),1,13.7,0.133,-11.5,0.9,3.4,4.8,-2.6,-2.3
O=c1cc(N2CCOCC2)[nH]c(=O)n1-c1ccc(Br)cc1,1,-3.0,-0.559,11.5,1,-3.1,4.5,5.3,-31.6
Cc1nc2ccccn2c1/C(O)=C1\C(=O)C(=O)N(CCCN(C)C)C1c1ccc(F)cc1 (stereo unspecified),nt,nt,nt,12.2,nt,nt,-0.8,-1.9,9.3
CCCCOc1ccc(C(=O)N2CCCC2C(=O)O)cc1 (stereo unspecified),nt,nt,-0.999,-12.3,nt,nt,27.2,nt,-4.9
COc1ccccc1-c1cc(C(=O)Nc2cc(C)nn2-c2ccccc2)no1,1.2,-11.8,-0.643,-1.7,1.1,-17.0,27.9,3.9,-27.1
O=C(NCc1cccc(C(F)(F)F)c1)C1CC(c2c(Cl)cccc2Cl)=NO1 (stereo unspecified),0.6,78.3*,1.01,13.7,0.2,43.1,4.2,nt,8.3
CCCCCn1c2nc3ccccc3nc2c2c(=O)n(CC(C)C)cnc21,0.9,2.8,-0.00963,0.9,1,7.6,1.7,4.1,nt
COC(=O)CCN(C(=O)c1cc(OC)c(OC)c(OC)c1)c1ccccn1,0.8,48.0,0.474,4.1,0.5,20.3,15.1,4.9,-21.3
Cc1ccc(NC(=O)c2cn(-c3cccc(C)n3)cn2)cc1,1.1,-4.2,0.0796,-6.3,1,-9.0,-24.1,nt,-3.0
Cc1ccc2c(c1)cc(CN(Cc1ccco1)S(=O)(=O)c1ccccc1)c1nnnn12,0.9,10.7,-0.0736,-15.4,0.9,10.8,-2.6,3.2,-4.2
Cc1ccccc1C(=O)c1c[nH]c(C(=O)NCCCn2ccnc2)c1,0.1,67.1*,0.0668,16.3,0.3,92.6*,18.7,nt,2.9
c1cc2c3c(cccc3c1)C(N1CCN(C3=Nc4cccc5cccc3c45)CC1)=N2,nt,nt,nt,-2.3,nt,nt,-8.6,8.5,-17.1
Nc1cc(CN2C(=O)c3ccccc3C2=O)cc(Cl)c1O,3.5*,13.8,0.186,-6.0,0.9,-254.3,17.6,10.2,-16.9
CCC1(C)Cc2c(sc3nc(NC)n(C)c(=O)c23)CO1 (stereo unspecified),0.8,55.8*,nt,nt,0.4,18.1,nt,6.3,nt
CC1CCN(C(C)C(=O)Nc2ccccc2-c2ccccc2)CC1 (stereo unspecified),0.6,40.7,-0.699,-12.2,0.6,43.8,-7.5,2.2,-8.8
CC1(C)Oc2ccc(NC(=O)C3COc4ccccc4O3)cc2O1 (stereo unspecified),0.2,93.0*,-1.25,19.4,0.1,75.6*,3.2,6.5,-37.8
Cc1ccc(N)c(C(O)(C(F)(F)F)C(F)(F)F)c1,0.4,82.2*,-1.12,-46.7,0.2,58.1*,7.8,-8.4,-39.8
Cc1ccc(N=Cc2c(O)n(-c3ccc4c(c3)OCO4)c(=O)c3ccccc23)cc1,0.8,-3.8,0.0702,42.9,1,24.4,13.1,8.7,-6.9
Cc1cc(-c2nnc(SCC(=O)Nc3ccccc3C(F)(F)F)o2)c(C)n1-c1ccccc1,1.8,10.4,-0.063,2.7,0.9,-82.8,-6.6,-1.1,-11.3
CCCNC(=O)c1c(N)n(-c2cccc(OC)c2)c2nc3ccccc3nc12,0.8,15.1,0.171,2.8,0.8,18.0,-7.5,-0.1,-17.1
CCSc1nc2c(cnn2-c2ccc(C)c(C)c2)c(=O)[nH]1,1,34.3,-0.345,-7.3,0.7,0.4,3.9,14.7,-3.0
CN(C)c1ccc(NC(=O)CN2CCN(S(=O)(=O)c3cc(Cl)ccc3Cl)CC2)cc1,1.5,32.2,0.0846,5.9,0.7,-48.9,18.1,nt,-10.5
O=C(CSc1nnc(CN2CCOCC2)n1-c1ccccc1)N1CCc2ccccc21,0.4,26.7,-0.398,2.5,0.7,63.3*,3.1,9.1,-13.2
COc1ccccc1-n1c(SCC(=O)Nc2ccc(C)cc2)nc(O)cc1=O,1.1,17.4,-0.614,-7.9,0.8,-7.0,-9.3,3.8,-25.4
COc1ccc(C)cc1NC(=O)COCC(=O)O,0.9,15.2,-1.05,3.9,0.8,11.0,-3.7,2.4,-16.6
CCc1nnc(NC(=O)C2CCCN2C(=O)Nc2ccccc2OC)s1 (stereo unspecified),0.7,15.5,-0.47,-54.6,0.8,34.3,1.8,8.9,-25.7
Cc1cc(Nc2nc3ccccc3nc2Cl)n(-c2ccc([N+](=O)[O-])cc2)n1,0.8,44.2,0.745,-5.3,0.6,22.6,4.7,-2.3,-6.8
CCCC(C)NC(=O)c1ccc2[nH]c3c(c2c1)CC(C)CC3 (stereo unspecified),0.5,0.8,1.83,-2.0,1,51.2*,19.6,4.1,-24.9
